Screening results deposited in PubChem BioAssay by several laboratories.
HIF-2a block: inhibitors of HIF-2a; 786-0 RCC cells HIF-2a reporter, luciferase luminescence, overnight; inhibition, % at 18.8 µM; hit rate 0.72% among 360,000; AID 624352;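 active = inhibition of the luminescence signal of 40% or more relative to plate controls, in a single-dose primary screen at 18.75 µM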
HTR2A ag: activates the mouse 5-HT2A serotonin receptor; activation, % at 7.6 µM; hit rate 0.66% among 360,000; P35363; AID 624169; CHO-K1 mHTR2A beta-arrestin complementation, luminescence; percent of 30 µM serotonin response;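 active = activation above a run cutoff, the mean activation of all tested compounds plus 3 SD, cut at about 14% in these data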;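 also: 0% = plate median of compound wells and 100% = 30 µM serotonin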
NR2E3 ag-1: activates human NR2E3 receptor | Q9Y5X4 | CHO-S Gal4-NCOR/VP16-NR2E3 two-hybrid, luciferase | inhibition of corepressor binding, % at 3.98 µM | hit rate 0.35% among 360,000 | AID 602229;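 active = inhibition above the mean of all tested compounds plus 3 SD, cut at about 70% in these data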;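 also: 0% = DMSO with NR2E3 transfected cells and 100% = cells lacking NR2E3 construct; higher means lower luciferase signal from less NR2E3 corepressor binding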
Target sequence (Q9Y5X4 whole entry, looked up, the tested form may be a part): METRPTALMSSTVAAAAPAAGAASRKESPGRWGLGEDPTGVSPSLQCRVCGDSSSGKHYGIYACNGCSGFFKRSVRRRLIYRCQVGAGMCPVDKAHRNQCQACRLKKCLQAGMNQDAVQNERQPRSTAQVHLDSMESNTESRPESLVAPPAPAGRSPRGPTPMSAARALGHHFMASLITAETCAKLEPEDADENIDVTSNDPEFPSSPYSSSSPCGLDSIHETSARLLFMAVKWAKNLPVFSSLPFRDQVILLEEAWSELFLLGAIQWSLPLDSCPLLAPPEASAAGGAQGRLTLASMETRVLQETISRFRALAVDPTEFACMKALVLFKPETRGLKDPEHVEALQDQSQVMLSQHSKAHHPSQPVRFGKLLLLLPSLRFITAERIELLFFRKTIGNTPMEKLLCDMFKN
PDI turbidity: blocks human protein disulfide isomerase activity; P07237; PDI insulin aggregation turbidity, A650, 90 min; inhibition, % at 10 µM; hit rate 0.052% among 350,000; AID 588391;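 active = mean inhibition across replicates of 30% or more, whatever share of single replicates reach that level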;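 also: absorbance from insulin aggregation driven by PDI reduction with DTT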
Target sequence (P07237 whole entry, looked up): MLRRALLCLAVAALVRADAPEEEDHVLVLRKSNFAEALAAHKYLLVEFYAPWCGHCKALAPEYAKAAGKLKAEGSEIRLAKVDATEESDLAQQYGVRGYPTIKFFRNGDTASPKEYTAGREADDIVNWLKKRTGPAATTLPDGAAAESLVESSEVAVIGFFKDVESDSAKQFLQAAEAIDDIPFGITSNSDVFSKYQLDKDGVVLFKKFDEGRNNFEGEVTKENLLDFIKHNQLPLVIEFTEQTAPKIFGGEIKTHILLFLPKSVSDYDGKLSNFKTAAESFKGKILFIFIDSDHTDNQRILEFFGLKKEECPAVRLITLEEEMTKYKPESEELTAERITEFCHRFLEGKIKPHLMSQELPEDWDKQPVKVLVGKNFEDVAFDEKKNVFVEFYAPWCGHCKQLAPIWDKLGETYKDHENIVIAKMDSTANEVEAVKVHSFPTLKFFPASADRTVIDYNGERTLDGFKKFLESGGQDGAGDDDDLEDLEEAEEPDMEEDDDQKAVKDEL
NR2E3 ag-2: agonists of human nuclear receptor NR2E3; hit rate 0.12% among 320,000; GST-NR2E3/biotin-RetCOR TR-FRET, 1536-well; Q9Y5X4; inhibition of corepressor binding, % at 4.78 µM; AID 2300;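 active = percent inhibition above the cutoff of mean plus 3 SD of all tested compounds, set per screening campaign, cut at about 20% in these data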;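 also: 0% = DMSO wells and 100% = biotin wells as full block of FRET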
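system = GST-tagged NR2E3 plus biotinylated RetCOR corepressor | input = 1.35 nM GST-NR2E3 | also added = 7 nM biotin-RetCOR | schedule = 5 h incubation at 4 °C | measured by = TR-FRET with europium anti-GST and streptavidin-D2, 340 nm excitation | read-out = percent loss of FRET ratio relative to control wells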
CaV13 FRET inh: Primary screen for inhibitors of IQ motif and Ca2+-dependent inactivation inhibitor domain binding in CACNA1D, Förster resonance energy transfer in living cells, …. hit rate 0.098% among 340,000. HEK cells, CFP/YFP FRET ICDI-IQ, plate reader, 10 min; percent FRET-ratio fall versus neutral wells. AID 743397. inhibition, % at 12.3 µM;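 active = mean replicate inhibition of at least 30% and at least 1% of replicates passing that level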;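 also: 0% = median of the neutral control wells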
Peg3 prom inh: inhibitors of Peg3 promoter | HeLa PEG-Prom luciferase reporter, luminescence, overnight | inhibition, % at 20 µM | hit rate 1.7% among 360,000;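 active = inhibition of at least 50% at 20 µM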
iPSC survival up: increases survival of single human iPS cells | hiPSC single-cell survival, ATPlite luminescence; 100% = ROCK inhibitor wells, 0% = DMSO | survival enhancement, % at 20 µM | hit rate 0.044% among 360,000 | AID 602274; in the data active = survival enhancement above about 18%;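 also: cells exposed to compounds for 16 hours before the ATP read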
Cardio protect: modulators protecting cardiomyocytes from myocardial damage; H9c2 cardiomyocytes, H2O2 injury protection, ATPLite, 2 h; protection from H2O2 cell death, % at 20 µM; hit rate 0.63% among 360,000; AID 588492;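 active = compounds giving at least 50% protection of heart cells from peroxide-induced death in the single-dose screen, raw or plate-pattern-corrected value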;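 also: 0% = DMSO wells with peroxide and 100% = DMSO wells without peroxide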
TRPM1 prom inh: MITF TRPM1 promoter inhibition in SK-MEL-5 cells | SK-MEL-5 TRPM1 promoter luciferase, 24 h | inhibition, % at 12.5 µM | hit rate 0.83% among 330,000 | AID 488899;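 active = mean inhibition across replicates of 60% or more, whatever share of single replicates reaches that level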; also: values of inactives mirror those of a sister screen read the other way
Shn3 3UTR inh: Schnurri-3 reporter inhibition in Clone20 osteoblasts | Clone20 osteoblast Shn3 3'UTR firefly luciferase, 24 h | inhibition, % at 12.5 µM | hit rate 0.52% among 360,000 | AID 588674;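 active = mean inhibition of at least 75% with every replicate also reaching 75%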;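 also: 0% = median of neutral control wells and 100% = pilot-screen positive control compound; some compounds past the cut are filed as inactive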
Starred values were filed as active, the others as inactive; / = not tested or not shown; & = joins results of further samples.

#	Structure	Shn3 3UTR inh	CaV13 FRET inh	Cardio protect	Peg3 prom inh	iPSC survival up	HIF-2a block
1	O=C1C(CN2CCCC2)CCCC1CN1CCCC1 (stereo not drawn)	8	-6	-18	-15	0.1	2
2	CC(CN1CCCCC1)OC(=O)c1ccc2c(c1)OCCO2 (stereo not drawn)	-49	-3	-1	-72	0.9	-126
3	Cc1ccc(C)c(CNS(=O)(=O)c2ccc3c(c2)C(C)(C)C(=O)N3C)c1	-2	-3	-2	10	0.0	2
4	COC(=O)c1cc(NC(=O)CC2C(=O)NCCN2C(=O)c2ccccc2)cc(C(=O)OC)c1 (stereo not drawn)	-1	/	8	-1	0.5	8
5	c1csc(-c2ccc3ccccc3n2)c1	-133	-2	-17	-287	-1.7	-242
6	CCCC(c1nnnn1Cc1ccc(F)cc1)N1CCN(CC)CC1 (stereo not drawn)	1	-2	0	7	-3.2	15
7	O=C(CN1CCN(S(=O)(=O)c2ccc(F)c(Cl)c2)CC1)N1CCc2ccccc2C1	18	-5	-2	18	-1.2	0
8	COC(=O)CCSCC(=O)Nc1cc(C)on1	4	-4	0	9	4.6	6
9	O=C(N=C1SC2CS(=O)(=O)CC2N1c1c(Cl)cccc1Cl)C1CC1 (stereo not drawn)	-5	-7	6	4	-0.2	11
10	Cc1cccc(-n2nnnc2SCC(=O)c2cc(C)n(CC3CCCO3)c2C)c1 (stereo not drawn)	-2	-9	-11	-75	6.8	-70
11	COc1ccc(CCN2CC(C(=O)OCC(=O)c3c(N)n(CC(C)C)c(=O)n(C)c3=O)CC2=O)cc1OC (stereo not drawn)	52	-6	-4	27	-2.6	16
12	CC(=O)NNC(=S)NC(=O)c1cccc([N+](=O)[O-])c1	-13	-5	6	-10	0.0	-4
13	CCNC(=O)C(=O)NCc1ccncc1	2	9	-2	0	2.0	6
14	N#CCSCC(=O)Nc1ccc(Br)cc1	16	-3	3	9	-3.0	-7
15	CC1CCc2cccc3c(O)cc(=O)n1c23 (stereo not drawn)	-4	-4	6	23	0.3	18

#	HTR2A ag	NR2E3 ag-1	NR2E3 ag-2	TRPM1 prom inh	PDI turbidity
1	4	1	/	-2	5
2	-16	-38	-4	-45	-1
3	13	3	2	2	-1
4	1	9	-3	0	-3
5	4	-70	1	-61	-9
6	0	-16	4	-2	-2
7	-1	12	/	8	13
8	5	11	1	4	10
9	3	-7	-1	2	-1
10	4	-55	4	-23	-3
11	5	-4	/	/	9
12	-1	3	1	-5	-3
13	2	-34	0	-5	1
14	3	-5	8	9	-10
15	-2	-10	2	5	2

An excerpt from above in order of molecular weight, lowest first.
#	Structure	Shn3 3UTR inh	CaV13 FRET inh	Cardio protect	Peg3 prom inh	iPSC survival up	HIF-2a block
13	CCNC(=O)C(=O)NCc1ccncc1	2	9	-2	0	2.0	6
5	c1csc(-c2ccc3ccccc3n2)c1	-133	-2	-17	-287	-1.7	-242
15	CC1CCc2cccc3c(O)cc(=O)n1c23 (stereo not drawn)	-4	-4	6	23	0.3	18
8	COC(=O)CCSCC(=O)Nc1cc(C)on1	4	-4	0	9	4.6	6
1	O=C1C(CN2CCCC2)CCCC1CN1CCCC1 (stereo not drawn)	8	-6	-18	-15	0.1	2
12	CC(=O)NNC(=S)NC(=O)c1cccc([N+](=O)[O-])c1	-13	-5	6	-10	0.0	-4
2	CC(CN1CCCCC1)OC(=O)c1ccc2c(c1)OCCO2 (stereo not drawn)	-49	-3	-1	-72	0.9	-126
9	O=C(N=C1SC2CS(=O)(=O)CC2N1c1c(Cl)cccc1Cl)C1CC1 (stereo not drawn)	-5	-7	6	4	-0.2	11
7	O=C(CN1CCN(S(=O)(=O)c2ccc(F)c(Cl)c2)CC1)N1CCc2ccccc2C1	18	-5	-2	18	-1.2	0

#	HTR2A ag	NR2E3 ag-1	NR2E3 ag-2	TRPM1 prom inh	PDI turbidity
13	2	-34	0	-5	1
5	4	-70	1	-61	-9
15	-2	-10	2	5	2
8	5	11	1	4	10
1	4	1	/	-2	5
12	-1	3	1	-5	-3
2	-16	-38	-4	-45	-1
9	3	-7	-1	2	-1
7	-1	12	/	8	13

(cont.)
#	Structure	Shn3 3UTR inh	CaV13 FRET inh	Cardio protect	Peg3 prom inh	iPSC survival up	HIF-2a block
16	Cc1ccc(NC(=O)CCc2nnc3ccc(N4CCN(C)CC4)nn23)cc1F	-4	-13	-2	-17	-0.5	3
17	CC(=O)/C(N=Nc1ccc(OC(F)(F)F)cc1)=C(\C)O	-1	-4	0	-9	-0.5	9
18	CCCCNC(=O)c1ccc(CNc2c(N3CCC(C(=O)OCC)CC3)c(=O)c2=O)cc1	29&-3	-10&-6	13&10	-9&3	-0.5&-0.5	-9&-2
19	Cc1ccc(OCC(=O)Nc2ccc(O)c(C(=O)O)c2)cc1C	-3	-10	-3	9	1.7	7
20	O=C(COC(=O)c1cc([N+](=O)[O-])ccc1NCCO)Nc1ccc2c(c1)OCO2	35	-6	7	11	0.1	-11
21	CCN(CC)S(=O)(=O)c1ccc(O)c(C(=O)OCC(=O)N2CCCc3ccccc32)c1	-1	-14	-1	10	-1.6	12
22	Nc1ccc2cccc(O)c2c1	10	-2	-18	-273	-2.2	-30
23	Cc1cccc(OCC(O)CN2CCN(C3CCCCC3)CC2)c1 (stereo not drawn)	-16	-5	-3	-2	-0.4	14
24	CCOc1ccccc1NC(=O)C1CCN(C(=O)c2cccs2)CC1	-20	-4	2	6	0.2	11
25	COc1ccc(N/C=C(\C(C)=O)c2ccc(OC)c(OC)c2)cc1OC	8	-3	6	21	-1.1	14
26	Cc1cc(C)c(NC(=O)CSc2nc3ncc(Br)cc3[nH]2)c(C)c1	-3	-3	-5	10	0.0	2
27	COc1ccc(C(C)C)cc1S(=O)(=O)Nc1ccncc1	0	-4	1	3	1.7	-7
28	O=C(CN(C(=O)CSc1nc2ccccc2o1)c1ccccc1)NC1CCCCC1	-2	/	-4	13	-0.2	20
29	CCC(=O)N1CCN(c2cc(N3CCCC3)c(F)cc2[N+](=O)[O-])CC1	1	-14	-4	33	0.7	7
30	COc1ccc(C2/C(=C(/O)c3ccc4c(c3)CC(C)O4)C(=O)C(=O)N2CCCN2CCOCC2)cc1OC (stereo not drawn)	-7	-4	-3	4	1.5	8

#	HTR2A ag	NR2E3 ag-1	NR2E3 ag-2	TRPM1 prom inh	PDI turbidity
16	-6	-21	-4	-4	0
17	-1	-28	2	3	-2
18	0&-3	-2&5	5	5&7	-6&23
19	1	4	0	14	-10
20	3	-28	1	16	-16
21	1	-21	/	/	-3
22	5	-58	/	21	-15
23	6	-8	3	0	21
24	3	12	3	12	-3
25	9	-4	2	-4	-1
26	-2	3	0	7	7
27	3	-2	1	-10	-2
28	-5	-13	-2	9	-2
29	-5	1	-2	2	1
30	5	-17	2	8	-7

Later entries.
#	Structure	Shn3 3UTR inh	CaV13 FRET inh	Cardio protect	Peg3 prom inh	iPSC survival up	HIF-2a block
31	CCOc1cccc(CN2CCCC(N3CCc4ccccc4C3)C2)c1O (stereo not drawn)	11	-5	-2	11	0.1	6
32	CSc1ncccc1C(=O)OCC(=O)N1CC(=O)Nc2ccccc21	-12	-17	15	-14	-0.3	-3
33	CC(C)N(C(=O)CSc1nc(Cc2ccccc2)nc2ccccc12)C(C)C	10	-2	14	29	0.1	37
34	CC1(C)c2[nH]c3ccccc3c2C[C@@H]2C(=O)N(Cc3ccccc3)C(=O)N21	2	-6	-13	31	4.9	2
35	COc1ccc(Cl)cc1NC(=O)CN(C)C(=O)CNC(=O)C12CC3CC(CC(C3)C1)C2	-3	-3	6	19	-0.3	23
36	O=C(NCCS(=O)(=O)N1CCN(c2ccccc2F)CC1)C1CC(=O)N(c2ccccc2)C1 (stereo not drawn)	-1	-3	-3	-6	-0.2	9
37	COc1ccccc1NC(=O)N1CCOCC1	2	-4	-3	8	0.5	17
38	CC(C)=NOC(=O)c1c(C)noc1-c1snnc1C	-27	-5	2	-9	0.3	9
39	COc1ccccc1N(CC(=O)NCCSc1ccccc1)S(C)(=O)=O	-1	-5	0	18	-0.4	15
40	CC1CCN(C(=O)NC(=O)c2ccc(Cl)cc2)CC1	-4	-5	11	-28	-0.3	-18
41	Cc1ccc(S(=O)(=O)NC(CC(=O)n2nc(C)cc2C)c2ccccc2)cc1 (stereo not drawn)	5	-6	-5	2	-0.2	12
42	COc1ccc(C=O)cc1Cn1cnc2c(cnn2C)c1=O	-9	-4	7	7	-0.4	4
43	COc1cccc(C(=O)SC2=NCCS2)c1	-14	-9	13	13	-1.4	8
44	CCCn1nnnc1-c1ccc(Cl)cc1	-4	-8	11	10	-0.8	2
45	O=C1NC(=O)C(=O)N1	0	-5	1	9	-0.7	3

#	HTR2A ag	NR2E3 ag-1	NR2E3 ag-2	TRPM1 prom inh	PDI turbidity
31	-2	-28	1	2	6
32	3	-18	-3	2	6
33	9	8	7	9	18
34	-2	13	2	0	-3
35	2	-5	-3	6	0
36	-6	-5	0	-3	3
37	7	-13	1	16	-8
38	-4	-46	-2	-1	-8
39	-6	10	2	4	-12
40	-5	-5	0	15	-7
41	1	-8	0	-5	2
42	1	-8	2	7	4
43	2	8	4	4	0
44	1	1	4	7	6
45	5	-12	-1	-8	-7

Continued:
#	Structure	Shn3 3UTR inh	CaV13 FRET inh	Cardio protect	Peg3 prom inh	iPSC survival up	HIF-2a block
46	O=C(NCCC1CCCC1)c1cccs1	-72	-2	-4	-147	-0.4	-206
47	Cc1ccc(CNC(=O)CC2Sc3ccccc3NC2=O)cc1 (stereo not drawn)	2	-4	0	15	-1.7	28
48	Nc1ncnc2c1ncn2[C@@H]1O[C@H](C(=O)N2CCN(Cc3ccccn3)CC2)[C@@H](O)[C@H]1O	-17	/	-1	27	-2.3	21
49	O=C1NC(=O)C(c2ccc(F)cc2)N1 (stereo not drawn)	-15	-2	0	7	-0.9	7
50	BrC(=C\c1ccccc1)/C=N/N1CCN(c2ccccc2)CC1	58	-11	0	-95	-0.6	-157
51	COc1ccccc1/C=C/C(=O)OCC(=O)N1CCc2ccccc21	-5	-5	-3	-75	0.2	-51
52	CC1CCN(S(=O)(=O)c2ccc(C(=O)Nc3ncccc3O)cc2)CC1	-8	-6	2	20	-0.4	-6

#	HTR2A ag	NR2E3 ag-1	NR2E3 ag-2	TRPM1 prom inh	PDI turbidity
46	0	-16	2	-57	-1
47	8	-2	1	8	4
48	-2	-15	/	/	/
49	-1	107*	4	-14	-4
50	-2	-4	-5	-13	3
51	0	-40	3	4	-4
52	2	-28	-1	12	8
